RAD54 branch: blocks human RAD54 Holliday junction branch migration | FAM/BHQ fluorescence | Q92698 | hit rate 0.14% among 360,000 | inhibition, % at 10.4 µM;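 active means mean normalized replicate activity at least 40 and at least half of replicates scoring 40 or more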;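 further: 0% = median of neutral control wells and 100% = median of positive control wells; inhibitors cause a drop in the FAM fluorescence signal; in these data hits start at about 50%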
PglD DTNB: inhibitors of Campylobacter jejuni PglD acetyltransferase; AID 602405; purified PglD enzyme, DTNB colorimetric CoA detection; inhibition, % at 12.5 µM; hit rate 0.098% among 360,000; in the data active means inhibition above about 16%, passing the limit was not always enough; further: strong numbers were not always called active
Cneo AK release: causes C. neoformans cell lysis; hit rate 0.2% among 360,000; AID 651654; adenylate kinase release luminescence, 4 h; normalised: neutral wells 0, clomiphene wells 100; lysis activity, % at 15 µM;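 active means mean lysis activity across replicates of at least 80%, whatever share of replicates individually reach that level; inactive means mean lysis activity below 80%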
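Assay system: Cryptococcus neoformans yeast cells / Dosing: single-point compound dose / Timing: 4 h at 37 °C static, read 1 h later / Measured by: luminescence of released adenylate kinase using an AK detection reagent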
PGC1a acetyl inh: lowers PGC1a acetylation signal in U2OS cells | hit rate 0.17% among 350,000 | inhibition, % at 15.6 µM | AlphaScreen anti-acetyl-lysine; with virally co-expressed GCN5 acetyltransferase | AID 651687;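 active means every replicate shows inhibition of at least 40%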;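 further: 0% = neutral control wells and 100% = positive control wells; some results beyond the cut were filed as inactive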
E-selectin induc: E-selectin induction on HUVECs. HUVEC E-selectin immunofluorescence imaging; normalized: neutral wells 0, TNF-alpha wells 100. hit rate 0.37% among 260,000. P16581. activation, % at 7.58 µM;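 active means mean E-selectin-positive cell signal at least 10% of the positive control, reached in at least 60% of replicates, without over 20% cell loss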;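 further: in these data hits start at about 27%; measured in HUVEC primary endothelial cells; signal is the percent of cells scored E-selectin positive by PE staining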
Target sequence (P16581 whole entry, looked up): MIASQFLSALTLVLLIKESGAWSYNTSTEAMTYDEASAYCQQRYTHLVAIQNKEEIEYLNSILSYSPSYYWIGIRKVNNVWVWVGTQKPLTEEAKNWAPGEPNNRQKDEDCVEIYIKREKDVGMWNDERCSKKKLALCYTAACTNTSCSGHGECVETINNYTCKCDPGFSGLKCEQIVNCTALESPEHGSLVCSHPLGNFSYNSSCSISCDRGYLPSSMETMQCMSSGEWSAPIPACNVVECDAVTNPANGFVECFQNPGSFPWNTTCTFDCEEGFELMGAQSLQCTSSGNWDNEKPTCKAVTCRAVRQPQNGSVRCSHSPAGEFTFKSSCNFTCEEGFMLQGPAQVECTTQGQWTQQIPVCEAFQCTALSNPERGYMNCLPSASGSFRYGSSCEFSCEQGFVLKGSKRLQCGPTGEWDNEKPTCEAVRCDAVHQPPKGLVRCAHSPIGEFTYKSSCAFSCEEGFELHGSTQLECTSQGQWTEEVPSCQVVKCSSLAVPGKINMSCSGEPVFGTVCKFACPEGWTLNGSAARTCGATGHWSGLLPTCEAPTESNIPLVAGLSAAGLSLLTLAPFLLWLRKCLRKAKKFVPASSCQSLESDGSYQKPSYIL
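Read-out: % PE-positive cells | Test system: HUVEC | Doses: One compound dose added by pin transfer | Buffer or medium: EGM-2 over gelatin coat | Signal: Immunofluorescence imaging | Benchmarks: TNF-alpha, DMSO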
RAD52 anneal inh: RAD52 (human) annealing inhibition; P43351; recombinant RAD52 DNA annealing, FRET fluorescence; hit rate 0.46% among 360,000; inhibition, % at 18.7 µM;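 active means every replicate showing at least 50% inhibition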
Target sequence (P43351 whole entry, looked up): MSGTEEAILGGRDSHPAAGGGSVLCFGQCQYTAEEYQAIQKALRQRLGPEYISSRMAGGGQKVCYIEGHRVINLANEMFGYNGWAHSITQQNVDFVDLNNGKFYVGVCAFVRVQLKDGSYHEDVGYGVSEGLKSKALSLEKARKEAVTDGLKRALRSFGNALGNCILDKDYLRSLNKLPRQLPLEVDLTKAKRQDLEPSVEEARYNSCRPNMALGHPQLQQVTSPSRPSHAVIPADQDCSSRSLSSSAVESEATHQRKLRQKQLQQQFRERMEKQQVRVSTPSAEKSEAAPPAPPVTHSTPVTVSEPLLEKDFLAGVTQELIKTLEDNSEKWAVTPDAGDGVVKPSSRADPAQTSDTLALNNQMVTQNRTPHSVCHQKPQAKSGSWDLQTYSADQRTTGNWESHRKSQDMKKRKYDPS
ERAP1 inh: ERAP1 (human) enzyme inhibition; Q9NZ08; recombinant ERAP1, Leu-AMC fluorescence, 60 min; inhibition, % at 10.7 µM; hit rate 0.15% among 340,000; AID 652197;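 active means mean replicate inhibition of at least 30%, or all replicates individually reaching that 30% level; inactive means mean below 30% and not every replicate reaching it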;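 further: 0% = neutral control wells and 100% = L-leucinethiol positive control wells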
miR-122 sensor: miR-122 inhibition in Huh7 cells. Huh7 miR-122 Renilla luciferase sensor, 48 h; neutral wells = 0, positive control = 100. activation (reporter increase), % at 12.5 µM. hit rate 0.3% among 340,000. AID 602342;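 active means mean replicate activation score at least 90 and every replicate individually at or above 90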;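 further: higher luciferase means less miR-122 activity so hits act as miR-122 inhibitors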
* hit, by the source's call; · = no result given; [ ] = another dose, or the depositor's remark.

SMILES | RAD54 branch | PglD DTNB | Cneo AK release | PGC1a acetyl inh | E-selectin induc | RAD52 anneal inh | ERAP1 inh | miR-122 sensor
C[C@@H]1CN([C@H](C)CO)C(=O)c2cccc(N(C)C)c2O[C@@H]1CN(C)C(=O)Nc1ccc2c(c1)OCO2 | 16.8 | 3.0 | 2.5 | -2.4 | -0.1 | -4.9 | · | 2.2[16.7 µM]
CC1CCC(NC(=O)CNC(=O)Cc2cccc3ccccc23)CC1 (stereo not given) | -3.6 | 1.7 | -1.5 | -5.8 | · | -19.1 | -2.7 | -2.3
C=CCn1c(SCC(=O)N(CC)C2CCS(=O)(=O)C2)nc2scc(-c3ccccc3)c2c1=O (stereo not given) | -7.1 | 1.1 | 0.2 | · | · | -26.1 | -3.9 | ·
COc1cccc(-c2cccc(NC(=O)C3CCN(C4CCOCC4)CC3)c2)c1 | 10.3 | 4.5 | 1.9 | · | · | -19.6 | -0.9 | ·
Cc1cc(N2CCCC2=O)cc(C)c1CN1C(=O)c2ccccc2C1=O | -10.1 | 2.5 | 1.1 | 2.2 | · | -4.8 | 0.6 | -11.3
CCn1cc(C(=O)N[C@@H](C)C(=O)NCCCO)c(=O)c2cc3c(cc21)OCO3 | 3.7 | -7.4 | 3.7 | 5.9 | -0.1 | -10.3 | -0.5 | -2.2
Cc1cccc(-c2ccc3[nH]c4c(c3c2)CCN2C[C@@H]([C@H](C)OC(=O)Nc3ccccc3C)[C@@H](N(C)C(=O)Nc3ccccc3C)C[C@@H]42)c1 | -4.7 | -5.3 | 1.5 | -18.6 | · | -34.6 | 0.6 | -0.9
C[C@@H]1CN([C@H](C)CO)C(=O)Cc2cc(NC(=O)c3ccncc3)ccc2O[C@H]1CN(C)C(=O)NC1CCCCC1 | 2.7 | -2.6 | -4.2 | -6.5 | 0.1 | -18.2 | 4.5 | -1.3[16.7 µM]
COc1ccc(Cl)cc1NC(=O)NCc1ccc2c(c1)OCO2 | -2.8 | -7.5 | -2.6 | · | -0.3 | -11.9 | -2.7 | ·
CCCN1C[C@H](C)[C@@H](OC)CN(C)C(=O)c2cc(NC(=O)NC3CCCC3)ccc2OC[C@@H]1C | · | · | · | -9.4 | 0.0 | -1.9 | -0.6 | ·
CCC(=O)Nc1ccc2c(c1)OC[C@H](C)N(Cc1cncnc1)C[C@H](C)[C@H](OC)CN(C)C2=O | 8.0 | 3.4 | · | 9.4 | -0.1 | · | · | -0.3[16.7 µM]
O=C(NCC1CC1)c1cccc2c(-c3ccc(F)c(F)c3)coc12 | -4.1 | -2.2 | -1.8 | -30.6 | -0.1 | 1.9 | 0.5 | -0.7
O=C(NCc1ccco1)c1cc(S(=O)(=O)N2CCOCC2)ccc1Cl | -4.8 | -6.0 | 0.2 | -4.8 | · | · | · | -7.8
N#CCSc1nc2ccccc2c(=O)n1-c1ccccc1 | -5.3 | -0.9 | -1.0 | -6.3 | · | · | · | -5.7
Cc1ccc(CC(=O)N2CCN(C(=O)c3ccco3)CC2)cc1 | · | · | · | -3.0 | · | -16.6 | -3.6 | -1.0
C[C@@H]1CN([C@H](C)CO)C(=O)c2cccc(NS(=O)(=O)c3cn(C)cn3)c2O[C@H]1CN(C)S(=O)(=O)c1cn(C)cn1 | -3.9 | 0.0 | -1.4 | 3.8 | 0.0 | -2.8 | -0.4 | -9.7[16.7 µM]
CCNC(=O)C1(C)CCCN(C(=O)Cc2ccc(OC)c(OC)c2)C1 (stereo not given) | 0.6 | 3.2 | -0.9 | -1.6 | -0.2 | -2.3 | 3.2 | -4.6
Cc1ccc(-c2nnn(CC(=O)N(c3ccc(F)cc3)C(C(=O)NC3CCCC3)c3ccncc3)n2)o1 (stereo not given) | -14.2 | -4.7 | 1.3 | · | 0.1 | 15.6 | 1.7 | ·
Cc1ccc(S(=O)(=O)N(C)C[C@@H]2Oc3ccc(NS(=O)(=O)c4ccc(F)cc4)cc3CC(=O)N([C@H](C)CO)C[C@@H]2C)cc1 | -4.2 | 2.9 | -0.5 | -4.0 | 0.9 | 5.7 | 0.7 | -1.4[16.7 µM]
CC(=O)Nc1c(-c2ccc(Cl)cc2)c(=O)c2ccccc2n1C | 5.5 | 3.8 | 3.2 | 4.5 | · | -5.3 | 1.7 | 1.2
C[C@@H]1CN([C@H](C)CO)C(=O)c2cc(C#CCC3CCCC3)cnc2O[C@H]1CN(C)C(=O)c1cnccn1 | -3.6 | 0.7 | 3.0 | -2.0 | -2.2 | 8.7 | -1.0 | 1.0[16.7 µM]
Cc1ccc(-n2cc(-c3ccccc3)c3c(N4CCN(C)CC4)ncnc32)cc1 | · | · | · | -8.3 | -0.1 | 17.7 | -8.2 | ·
CCN(CC)CCn1c(=N)n(CCO)c2ccccc21 | -7.8 | -4.2 | 2.6 | 0.3 | · | · | · | -4.4
Cc1ccc(CN2C(=O)N/C(=C\c3ccc(-c4ccc(C(=O)O)cc4C)o3)C2=O)cc1 | -10.0 | -4.1 | 6.8 | 5.3 | · | -56.0 | 0.4 | -2.2
CCNC(=O)C1(C)CCN(C(=O)c2cc(F)ccc2C)C1 (stereo not given) | -0.6 | 2.7 | 0.9 | 12.5 | · | -8.7 | 0.6 | ·
O=C(COC(=O)CCc1ccccc1)NC(c1ccccc1)c1ccccc1 | -9.7 | 2.7 | -3.2 | 8.6 | · | -21.0 | -2.2 | 5.2
C=CCN1C(=O)CSc2ccc(C(=O)NCCC3=CCCCC3)cc21 | 4.0 | 5.8 | 0.6 | 2.9 | · | · | · | ·
CC(C)(C)NC(=O)C(c1ccncc1)N(C(=O)Cn1nnc(-c2ccc(F)cc2)n1)c1cccc(F)c1 (stereo not given) | · | · | · | 1.9 | 0.1 | -9.0 | -3.0 | -19.7
CN1C(=O)c2cc(NC(=O)C3CCOCC3)ccc2OC[C@H]2O[C@@H](CC(=O)Nc3ccc4c(c3)CCCC4)CC[C@@H]21 | · | 1.0 | -0.6 | 4.9 | 0.1 | · | · | -14.4[16.7 µM]
COc1ccc(NC(=O)N[C@H]2CC[C@H](CCNC(=O)Cc3ccncc3)O[C@H]2CO)cc1 | -4.4 | -3.0 | -0.7 | -4.6 | 0.4 | -18.7 | 1.8 | ·
CC(=O)c1nn(-c2cccc(Br)c2)cc1C(=O)c1ccc(Br)cc1 | -4.0 | 0.8 | 1.8 | 6.8 | -0.7 | · | · | -14.2
CO[C@@H]1CN(C)C(=O)c2ccc(NC(=O)Nc3c(C)noc3C)cc2OC[C@@H](C)NC[C@@H]1C | 4.3 | 2.7 | -0.3 | -3.6 | 0.0 | -1.3 | · | ·
COCOCCn1cc(CN2CCS(=O)(=O)N(Cc3ccc(-c4ccc(OC)c(OC)c4)cc3)C(C)C2=O)nn1 (stereo not given) | 7.1 | -2.9 | -2.1 | 0.8 | -0.1 | 3.8 | 17.8 | -3.5
O=C(CCCCCn1c(=O)[nH]c2ccccc2c1=O)NCCCN1CCN(c2ccccc2F)CC1 | 14.3 | -2.6 | -1.3 | -8.1 | · | · | · | -0.6
CO[C@H]1CN(C)C(=O)c2cc(NS(C)(=O)=O)ccc2OC[C@@H](C)N(C(=O)C2CCOCC2)C[C@@H]1C | 6.2 | 5.2 | -2.7 | -4.4 | -0.2 | -16.5 | 1.8 | ·
CN1C(=O)NC(c2ccc(O)cc2)C2=C1CN(c1ccccc1)C2=O (stereo not given) | 2.6 | -0.2 | -5.1 | 1.1 | · | -8.3 | -2.5 | -2.6
O=C(COc1nsnc1N1CCOCC1)Nc1ccc([N+](=O)[O-])cc1 | 5.0 | 1.7 | -1.7 | -5.3 | 0.4 | -7.1 | 3.8 | -3.3
CCOc1ccc(/C=C(\C#N)C(=O)Nc2ccccn2)cc1 | -11.7 | -2.5 | -4.4 | -6.7 | 0.1 | -7.6 | 0.2 | -4.4
CCOc1ccc(N2C(=O)c3cccnc3C2Nc2ccc(OC)cc2)cc1 (stereo not given) | -2.1 | -2.1 | 3.6 | 2.9 | · | · | · | ·
CN(C)C(=O)CCc1ccc2c3c([nH]c2c1)[C@]1(C)[C@@H](C(=O)N2CCCCC2)C[C@H](CC(=O)NCCCn2ccnc2)C(=O)N1CC3 | -1.4 | 0.1 | 0.0 | · | 0.1 | -3.8 | 3.1 | ·

Overlap with the part before: 2 entries, followed by the next part.
SMILES | RAD54 branch | PglD DTNB | Cneo AK release | PGC1a acetyl inh | E-selectin induc | RAD52 anneal inh | ERAP1 inh | miR-122 sensor
CCOc1ccc(N2C(=O)c3cccnc3C2Nc2ccc(OC)cc2)cc1 (stereo not given) | -2.1 | -2.1 | 3.6 | 2.9 | · | · | · | ·
CN(C)C(=O)CCc1ccc2c3c([nH]c2c1)[C@]1(C)[C@@H](C(=O)N2CCCCC2)C[C@H](CC(=O)NCCCn2ccnc2)C(=O)N1CC3 | -1.4 | 0.1 | 0.0 | · | 0.1 | -3.8 | 3.1 | ·
COc1ccc(-n2c(=O)c3ccccc3n(CC(=O)NC3CCCC3)c2=O)c(OC)c1 | -6.5 | -1.0 | 2.3 | -2.9 | · | · | · | -1.2
CN1OC[C@@H]2CN(C(=O)C(C)(C)C)[C@H](c3ccc(-n4ccnc4)cc3)C[C@@H]21 | 2.1 | 5.3 | 1.1 | 1.4 | 0.2 | 0.4 | 3.4 | -0.1
Cc1cc(OCC(=O)NCC(O)c2ccccc2)c2c(C)c(C)c(=O)oc2c1 (stereo not given) | 5.6 | -7.4 | -8.0 | -22.2 | -0.4 | -12.9 | -5.6 | 2.2
Cn1c(=O)c2[nH]c(Cc3ccsc3)nc2n(C)c1=O | -0.6 | -1.6 | -1.2 | -7.9 | -0.2 | -8.8 | -1.6 | -3.1
CCCCc1c(O)nc(SCC(=O)c2ccccc2)n(-c2ccccc2)c1=O | -5.2 | 0.8 | 0.0 | -1.9 | 0.0 | -16.3 | 3.2 | 6.7
CCC(Oc1cccc(Cl)c1)C(=O)N1CCCN(C)CC1 (stereo not given) | 1.4 | 2.7 | 4.7 | · | -0.4 | -19.8 | -3.8 | 0.7
O=C(CSc1nnc(-c2ccccn2)n1Cc1ccco1)c1ccc(-c2ccccc2)cc1 | 8.6 | -2.9 | · | 2.7 | · | -21.1 | -0.9 | 3.8
O=C(Nc1cc(F)ccc1F)N1CC(=O)N2[C@H](C1)[C@@H](c1ccc(-c3ccccc3)cc1)[C@@H]2CO | · | · | · | -11.0 | 0.2 | -11.2 | 2.1 | ·
Cc1ccc(S(=O)(=O)N[C@H]2CC[C@H](CCNC(=O)C3CCCCC3)O[C@H]2CO)cc1 | -14.3 | 1.0 | -1.4 | 0.5 | 0.0 | 35.3 | 1.7 | 8.0[16.7 µM]
O=C(CC1S/C(=N/N=C2CCCCCC2)NC1=O)Nc1ccc(Br)cc1F (stereo not given) | -1.7 | 1.9 | 6.3 | 2.1 | -0.5 | -21.0 | -0.8 | -3.9
CC/C(=N\NC(=O)c1ccc(N2CCCC2=O)cc1)c1ccccc1 | 17.3 | 0.4 | -3.6 | · | · | -14.0 | 1.4 | -2.5
CCn1c(O)c(N=NC(=O)CNC(=O)Cc2ccccc2)c2ccccc21 | 5.9 | -1.2 | -0.1 | -2.3 | · | 2.6 | -1.9 | 4.8
Nc1nc(-c2ccc(NC(=O)c3ccco3)cc2)cs1 | -5.7 | 0.9 | -2.1 | · | -0.3 | 5.9 | 0.4 | -4.6
CO[C@H]1CN(C)C(=O)c2ccc(NC(=O)c3ccccc3F)cc2OC[C@H](C)N(CC2CC2)C[C@H]1C | 1.4 | -0.7 | -8.0 | -5.1 | -0.2 | 12.9 | -8.9 | 23.9[16.7 µM]
Cn1nc2c3ccccc3n(Cc3ccccc3)c2nc1=S | · | · | · | -13.7 | -0.1 | -4.6 | 2.0 | ·

Assay outcomes from PubChem BioAssay.
